Screens from PubChem BioAssay.
SMARCA2 act: activators of SMARCA2 function | MG213 cells, MMTV-luciferase reporter, dexamethasone, overnight | activation, % at 9.1 µM | actives 1% (n = 370,000); in the data active = activation above about 7.8%;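 also: 0% = vehicle wells and 100% = reference activator wells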
DAX1 inh-1: blocks DAX1 repression of SF-1 activated StAR promoter. AID 652010. HEK293T StAR-luciferase reporter, SF-1/DAX-1 repression relief. inhibition, % at 6.8 µM. actives 1.1% (n = 370,000);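 active = inhibition above the mean over all tested compounds plus 3 SD, cut at about 3.6% in these data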;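 also: 0% = DAX-1 cells with DMSO and 100% = cells lacking DAX-1 with DMSO; higher inhibition means more luminescence from relief of DAX-1 repression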
PLCb3 inh: blocks human PLC-beta3 enzyme activity; Purified PLC-beta3, fluorogenic substrate, fluorescence; inhibition, % at 12.2 µM; actives 0.18% (n = 370,000); in the data active = inhibition above about 11%;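 also: 0% = median of compound wells on plate and 100% = full blocker control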
hgDAF-12 ag: agonists of H. glycines DAF-12 nuclear receptor; HEK293 GAL4-hgDAF12 UAS-luciferase reporter, agonist luminescence; normalized to butyrate control; activation, % at 6.8 µM; actives 1.8% (n = 370,000);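 active = activation above a cutoff set at the mean of all screened compounds plus 3 SD, cut at about 10% in these data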;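 also: 0% = DMSO wells and 100% = sodium butyrate wells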
ssDAF-12 act: activators of S. stercoralis DAF-12 nuclear receptor. HEK293 ssDAF-12/GRIP1 lit1-tk-luc reporter, luminescence; % of 3 µM dafachronic acid response. activation, % at 6.8 µM. actives 1% (n = 370,000). AID 652126;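 active = activation above the mean over all tested compounds plus 3 SD, cut at about 0.9% in these data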;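 also: 0% = DMSO-only wells and 100% = 3 µM delta7-dafachronic acid wells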
hcDAF12 agonist: H. contortus DAF-12 activation, primary screen | HEK293 hcDAF-12 lit1-tk-luc reporter, luminescence; 0% DMSO, 100% Δ7-dafachronic acid | activation, % at 6.8 µM | actives 1.4% (n = 370,000) | AID 652067;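 active = activation above the mean of all tested compounds plus 3 SD, cut at about 5.5% in these data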;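 also: 100% = response to 3 µM Δ7-dafachronic acid high control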
PLC-gamma1 inh: inhibitors of human phospholipase C gamma1 | P19174 | purified PLC-gamma1, fluorogenic substrate, fluorescence | inhibition, % at 12.2 µM | actives 0.84% (n = 370,000) | AID 720700; in the data active = inhibition above about 9.5%
ADAM17 inh: inhibits human ADAM17. inhibition, % at 6.95 µM. recombinant ADAM17, EDANS/DABCYL FRET peptide cleavage. AID 720648. P78536. actives 0.83% (n = 370,000);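 active = inhibition above the mean of compounds lying between control limits plus 3 SD, set per campaign, cut at about 8.5% in these data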;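 also: 0% = DMSO-only wells as the low control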
Target sequence (P78536 215-824 limits assumed): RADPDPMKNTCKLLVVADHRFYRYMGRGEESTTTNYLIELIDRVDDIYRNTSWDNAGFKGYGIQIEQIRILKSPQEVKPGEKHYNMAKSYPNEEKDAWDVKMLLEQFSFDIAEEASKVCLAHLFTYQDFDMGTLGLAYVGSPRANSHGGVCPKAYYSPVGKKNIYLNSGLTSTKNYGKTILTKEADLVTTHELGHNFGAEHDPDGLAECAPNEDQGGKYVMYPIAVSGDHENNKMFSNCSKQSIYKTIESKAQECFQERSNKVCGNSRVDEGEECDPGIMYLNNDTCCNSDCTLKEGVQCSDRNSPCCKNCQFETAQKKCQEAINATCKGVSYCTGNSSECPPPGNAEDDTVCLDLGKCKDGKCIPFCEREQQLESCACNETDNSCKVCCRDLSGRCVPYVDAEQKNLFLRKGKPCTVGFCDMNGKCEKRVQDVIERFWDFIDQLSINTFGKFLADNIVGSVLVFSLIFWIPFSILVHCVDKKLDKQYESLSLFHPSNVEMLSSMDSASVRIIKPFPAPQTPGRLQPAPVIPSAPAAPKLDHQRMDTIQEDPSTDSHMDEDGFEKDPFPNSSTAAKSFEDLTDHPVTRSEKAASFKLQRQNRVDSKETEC
DAX1 inh-2: inhibitors of human orphan nuclear receptor DAX1 (NR0B1). actives 0.99% (n = 340,000). HEK293 Gal4-DAX1 luciferase reporter, luminescence. inhibition, % at 6.75 µM. P51843. AID 504766;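 active = inhibition above the mean over all tested compounds plus 3 SD, cut at about 4.2% in these data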;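 also: 0% = DAX1-transfected cells with DMSO and 100% = empty-vector control cells with DMSO; inhibition shows as a rise in luminescence from relieved DAX1 repression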
Target sequence (P51843 207-470 limits assumed): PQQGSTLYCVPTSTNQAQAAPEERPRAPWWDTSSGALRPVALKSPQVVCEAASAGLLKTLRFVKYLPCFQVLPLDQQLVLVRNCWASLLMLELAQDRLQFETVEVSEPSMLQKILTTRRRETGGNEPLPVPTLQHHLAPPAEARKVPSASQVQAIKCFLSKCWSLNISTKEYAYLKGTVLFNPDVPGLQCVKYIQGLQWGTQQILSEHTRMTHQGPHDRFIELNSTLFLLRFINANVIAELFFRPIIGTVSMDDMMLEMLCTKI
MBD2 inh: blocks human MBD2 binding to methylated DNA; Q9UBB5; TR-FRET, MBD2 binding to methylated oligonucleotide; inhibition, % at 4.4 µM; actives 0.31% (n = 370,000); AID 686964; in the data active = inhibition above about 13%
Rev-erbA mod: modulators of human Rev-erb alpha DNA binding. P20393. Rev-erbα–FITC-DNA binding, fluorescence polarization, 90 min. activity, % at 10 µM. actives 0.79% (n = 370,000);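 active = activity above about 14%, limit read from the data; passing the limit was not always enough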;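 also: 0% = DMSO wells with 35 nM protein and 100% = DMSO wells with 750 nM protein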
Active calls of the source: *; nt = no result given.

SMILES | SMARCA2 act | DAX1 inh-1 | PLCb3 inh | hgDAF-12 ag | ssDAF-12 act | hcDAF12 agonist | PLC-gamma1 inh | ADAM17 inh | DAX1 inh-2 | MBD2 inh | Rev-erbA mod
CCC(C(=O)c1ccc2ncccc2c1)c1ccccc1 (stereo unspecified) | -1.5 | -1.0 | 1.1 | -1.8 | -2.2 | -2.2 | 2.7 | 5.2 | -1.4 | 4.0 | -6.4
COC(=O)c1nnn(CC(=O)Nc2cccc(Cl)c2C)c1C(=O)OC | -3.3 | -1.1 | -5.1 | 0.9 | -1.0 | -1.1 | -3.2 | -2.4 | -0.8 | -1.3 | 7.7
CCC(=O)c1ccc2c(c1)N(CCCN(C)C)c1ccccc1S2 | -2.7 | 0.4 | -42.0 | 1.5 | -1.4 | -1.5 | -24.9 | -6.9 | -1.1 | -0.8 | -3.2
Cc1cc(NS(=O)(=O)c2ccccc2)ccc1NS(=O)(=O)c1ccccc1 | -4.2 | -0.9 | 1.1 | 0.5 | -1.3 | -1.6 | 1.2 | 6.9 | -0.2 | -1.9 | -2.8
COCCNC(=O)C1(C)CCCN(C(=O)c2cc(OC)c(OC)c(OC)c2)C1 (stereo unspecified) | -0.6 | -0.1 | 1.2 | -2.7 | -1.2 | -0.2 | 2.8 | -2.6 | nt | 0.3 | -0.5
CN(C)c1ccc(NC2=C(Cl)C(=O)c3ccccc3C2=O)cc1 | -7.7 | 0.1 | -2.1 | 6.3 | -1.3 | 0.7 | 3.5 | -3.9 | -1.7 | -4.3 | -2.4
CC(=O)N1c2ccc(S(=O)(=O)NCCC(=O)NCCc3ccc(Cl)cc3)cc2CC1C (stereo unspecified) | -2.4 | -0.8 | -5.0 | -1.9 | -1.5 | -2.5 | 1.8 | -4.2 | -0.5 | -4.9 | -2.0
Cc1ccc(OCC(=O)N/N=C/c2cccnc2)cc1C | 2.3 | -0.1 | -2.8 | -2.0 | -0.4 | -0.5 | 3.1 | -1.5 | -0.6 | 2.8 | 2.0
S=C(Nc1cccc(Br)c1)N1CCn2cccc2C1c1cccnc1 (stereo unspecified) | -4.0 | 1.8 | -12.7 | -4.6 | -1.5 | -1.3 | -9.1 | 0.7 | 0.6 | 0.4 | 0.4
Cn1c(=O)c2c(nc(NCCCO)n2Cc2cccc(C(F)(F)F)c2)n(C)c1=O | -0.3 | -0.4 | -1.7 | -2.0 | -1.3 | -3.5 | -1.1 | -5.5 | 0.9 | 5.3 | -2.0
Cc1cccc(/C=N/NC(=O)c2cccc(NC(=O)c3ccccc3)c2)n1 | 1.1 | 0.1 | -9.2 | 3.0 | -1.1 | 1.7 | -2.3 | -2.5 | -0.7 | -5.9 | 3.7
CN(CCCN1CCOCC1)C(=O)c1cc(COc2c(F)cccc2F)on1 | 2.5 | 1.1 | -4.4 | 1.0 | -0.8 | -1.3 | 0.4 | -4.8 | -0.2 | -3.3 | -4.2

Looked up above.
Value of `Cn1c(=O)c2c(nc(NCCCO)n2Cc2cccc(C(F)(F)F)c2)n(C)c1=O` under DAX1 inh-2: 0.9
Value of `CN(CCCN1CCOCC1)C(=O)c1cc(COc2c(F)cccc2F)on1` under MBD2 inh: -3.3

Other records:
SMILES | SMARCA2 act | DAX1 inh-1 | PLCb3 inh | hgDAF-12 ag | ssDAF-12 act | hcDAF12 agonist | PLC-gamma1 inh | ADAM17 inh | DAX1 inh-2 | MBD2 inh | Rev-erbA mod
Cc1ccc(Cn2cccc2C2=NC(C)CO2)cc1 (stereo unspecified) | -5.6 | -0.5 | 10.3 | 3.1 | -0.7 | -1.0 | 11.3* | 5.0 | -0.2 | -5.7 | -6.2
CCn1c(SCC(N)=O)nnc1-c1ccc2[nH]c(C)c(C)c2c1 | 3.6 | 0.4 | -6.9 | -0.7 | -1.0 | -1.3 | -3.6 | -4.6 | 0.4 | -1.9 | -0.9
COc1ccc(Br)cc1Cn1nnc(C(=O)Nc2ccc3c(c2)OCCO3)c1N | 1.6 | -0.7 | -6.8 | -2.9 | -1.7 | -2.2 | 1.8 | 1.6 | -0.5 | -2.2 | -4.6
O=C(CNC(=O)c1cccs1)N/N=C/c1c[nH]c2ccccc12 | 1.8 | -0.5 | -0.2 | 3.8 | -1.1 | 0.6 | 1.6 | -1.4 | 0.9 | -5.1 | -1.6
COc1ccccc1-c1c(C)c(C)nc(N)c1C#N | -0.3 | 1.2 | -26.9 | -0.9 | -0.9 | -1.0 | -21.6 | -38.4 | 0.8 | -3.3 | -0.4
CC(=O)Oc1c2occc2cc2ccc(=O)oc12 | 0.5 | 0.0 | -8.0 | -0.4 | -1.1 | -1.6 | -7.0 | -4.0 | 0.8 | -7.4 | -2.1
C=CCSC1=NN2CCS(=O)(=O)N=C2S1 | -4.0 | 0.2 | -1.0 | 1.6 | -1.4 | -0.9 | 2.3 | -4.2 | 1.9 | 2.2 | -0.4
O=S(=O)(c1ccccc1)N1CCN(Cc2nnc(-c3ccccc3)o2)CC1 | -4.2 | -1.2 | 3.5 | -1.9 | -1.4 | 0.1 | 4.0 | 4.6 | 1.2 | -3.3 | -6.2
Cc1oc(-c2ccccc2F)nc1CS(=O)(=O)CC(=O)NCCCN1CCN(C)CC1 | -0.1 | 0.1 | -12.6 | 2.5 | -1.7 | -0.5 | -2.5 | -5.0 | -0.2 | 9.4 | -0.6
COCCN(CC(=O)Nc1cccc(C)c1C)C(=O)Cc1cccs1 | -3.4 | -1.8 | -2.5 | -1.9 | -1.4 | 0.0 | -0.9 | 0.6 | 1.3 | -2.2 | 1.7
CCNC(=O)C1(C)CCN(C(=O)c2cccnc2SC)C1 (stereo unspecified) | 1.6 | -0.3 | 3.1 | 2.0 | -0.9 | -0.9 | 2.2 | -1.3 | nt | 0.4 | 1.9
C=CCO/N=C(/C)c1c(O)c(CC)c(-c2ccccc2)n(-c2ccccc2)c1=O | -3.9 | 0.5 | -32.5 | -2.0 | -1.1 | 1.4 | -30.0 | 1.6 | 0.8 | 3.7 | 2.0
CC1(c2ccccc2)NC(=S)N2C1NC(=S)N2c1ccccc1 (stereo unspecified) | -2.1 | -1.3 | 5.0 | 0.6 | -1.1 | -0.9 | 0.1 | 0.6 | -0.4 | -7.0 | 1.5
CCC(C(=O)NC1CCCC1)N(C(=O)c1snc(C(N)=O)c1N)c1ccc(C)cc1C (stereo unspecified) | -2.1 | 0.1 | -56.2 | -0.3 | -0.9 | 0.1 | -32.9 | -39.4 | 1.0 | 1.1 | 0.2
Cc1[nH]nc(Nc2ccccc2)c1[N+](=O)[O-] | -4.4 | 0.1 | 2.1 | 3.9 | -1.3 | -1.2 | 0.2 | -7.6 | 1.1 | -6.2 | -2.4
CNC(=O)CN(c1ccc(Oc2ccccc2)cc1)S(=O)(=O)c1ccc(C)cc1 | -1.4 | 0.5 | -2.9 | -0.8 | -0.4 | -1.0 | -1.6 | -0.9 | -0.1 | 1.6 | -6.7
CC(C)[C@H](NC(=O)N1c2ccccc2NC(=O)[C@@H]1C(C)C)C(=O)N[C@H](C(=O)O)c1ccccc1 | -0.6 | -0.9 | 2.5 | 0.9 | -1.0 | -1.2 | 1.1 | -0.7 | 1.2 | 0.0 | -3.5
COC(=O)CSc1nc2sc(C)c(C)c2c(=O)n1C | 1.5 | 0.1 | 2.9 | 0.9 | -0.6 | -1.1 | 2.2 | -1.8 | 0.6 | -1.0 | 1.1
CCOC(=O)c1cc(NC(=O)COc2ccc([N+](=O)[O-])cc2)cc(C(=O)OCC)c1 | -2.5 | -0.5 | -4.2 | -0.1 | -1.5 | 0.2 | -1.0 | -2.3 | -0.4 | -2.6 | 4.4
COc1ccc(CNc2ncnc3cc(Cl)ccc23)cc1 | -4.1 | -1.6 | 2.0 | -2.0 | -1.6 | 0.2 | -2.0 | 2.2 | -3.5 | -1.4 | 4.5
CSc1ccc(Cl)c(C(=O)OCC(=O)N2CCNC2=O)c1 | 0.0 | -0.2 | -15.5 | -0.1 | -0.9 | -0.2 | -9.3 | -22.9 | 0.1 | 0.8 | 5.5
C=CCn1c(COc2cccc(C)c2)nnc1SCC(=O)c1c(N)n(C)c(=O)n(C)c1=O | 1.2 | 0.3 | -2.0 | -0.5 | 0.1 | -1.2 | 1.6 | -1.1 | -0.7 | -5.2 | -1.7
O=C(NCCc1ccncc1)Nc1ccccc1 | 2.5 | -1.0 | -0.3 | 3.8 | -0.9 | 0.2 | -2.0 | 2.0 | 0.7 | -4.4 | -5.1
Nc1nc(CN2CCN(Cc3ccccc3)CC2)nc(Nc2ccccc2)n1 | -3.8 | 0.4 | 1.9 | -2.6 | -0.9 | -0.3 | 1.8 | -5.6 | 1.6 | 0.7 | 0.2
O=c1c2oc3ccccc3c2[nH]c(=S)n1-c1ccc(F)cc1 | 2.7 | 0.5 | -7.7 | 1.1 | -1.0 | 0.9 | 3.4 | 3.7 | 0.2 | -1.8 | -6.1
CCCNCc1cc(OC)c(OCc2ccccc2)cc1Br | -4.9 | 0.9 | 1.3 | 1.7 | -1.7 | 0.6 | 2.4 | -6.1 | -0.2 | -0.4 | 3.3
CC(C)c1cccc(-c2csc(C(O)c3ccc(F)cc3)n2)c1 (stereo unspecified) | -4.2 | -0.2 | 1.0 | 4.2 | -0.9 | -0.5 | 2.2 | 7.1 | nt | 3.0 | 5.2
Cc1nn(Cc2ccccc2Cl)c(Cl)c1/C=C/C(=O)OCC(=O)NC(N)=O | 1.8 | 0.4 | 3.8 | -0.7 | -1.6 | -1.0 | 3.6 | -0.7 | 0.5 | -0.6 | 3.2
O=C(c1ccccc1)N1CC(COc2ccccc2)OC(c2cccnc2)O1 (stereo unspecified) | 3.0 | -0.5 | 2.7 | -0.8 | -1.5 | -1.0 | 0.7 | 2.3 | 0.9 | 2.4 | 5.4
O=C(Nc1nc(-c2cccs2)c(C(=O)C(F)(F)F)s1)c1ccccc1 | -2.7 | -0.9 | 3.9 | 0.4 | -1.0 | -1.9 | -0.4 | 0.4 | -1.3 | -2.8 | -2.0
O=C(NCc1ccccn1)Nc1ccc(Br)cc1 | -1.5 | 0.2 | -11.0 | 0.5 | -1.1 | 1.1 | -1.4 | -6.5 | 0.5 | 2.1 | -8.6
CCOP(=O)(OCC)C(NC(=O)Nc1ccc(Cl)cc1)C(N)=O (stereo unspecified) | -4.3 | 0.5 | -0.9 | -0.6 | -1.4 | 2.6 | -1.9 | -5.0 | 1.8 | -5.8 | 0.3
COc1ccccc1/C=N/NC(=O)Cn1cnc([N+](=O)[O-])n1 | 0.4 | -0.2 | 2.5 | -0.8 | -0.3 | 1.1 | 0.3 | -0.2 | -0.2 | -3.5 | -2.7
CN(C)CCCN(C(=O)CCOc1ccccc1)c1nc2c(F)cccc2s1 | -11.7 | 0.7 | -6.4 | -0.7 | -1.7 | -1.4 | 2.7 | -1.6 | -0.1 | -2.4 | -7.5
Cc1cccc(-c2nnc(SCC(=O)Nc3cc(C)on3)n2C)c1 | -0.6 | 0.7 | -3.6 | 0.2 | -1.1 | -0.3 | 0.5 | 0.8 | -0.5 | -4.5 | 1.9
Cc1ccc(-c2cc(C(F)F)nc3sc4c(=O)[nH]cnc4c23)cc1 | -2.2 | 1.9 | -13.1 | 1.6 | -0.7 | 2.2 | -6.8 | -7.9 | 0.8 | -3.0 | 107.4*
